JMJD2A Tudor inh: blocks the human JMJD2A Tudor domain | AID 504339 | 4.4% of 390,000 active | O75164 | Potency, µM (top dose mostly 114 µM), for the others: top-dose activity change, negative = inhibition, actives largely listed as inhibitors | AlphaScreen JMJD2A-Tudor / H3K4me3 peptide binding; note: % is set by controls: 0 for no effect and ±100 for the full control effect; nearly all actives have a fitted effect of over 50% in size
POLH inh: blocks human DNA polymerase eta activity. 1.2% of 390,000 active. Potency, µM (series often up to 114 µM), without a hit: at the highest dose activity change, negative = inhibition, hits mostly inhibitors. Q9Y253. recombinant Pol eta, fluorescent DNA replication assay; note: % is set by controls: 0 for no effect and ±100 for the full control effect
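Pol eta (10 nM) was preincubated with compounds for 15 min at room temperature, after which fluorescent replication substrate (50 nM final) was added to start the reaction. Fluorescence was read kinetically at 0 and 10 min.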
BAZ2B inh: inhibitors of human BAZ2B bromodomain | AID 504333 | 4.4% of 360,000 active | Q9UIF8 | AlphaScreen BAZ2B-H3K14Ac peptide displacement | Potency, µM (top dose mostly 114 µM), for inactives: at the top dose activity change, negative = inhibition, usual class: inhibitors; note: % is set by controls: 0 for no effect and ±100 for the full control effect; nearly all actives have a fitted effect of over 60% in size
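BAZ2B 50 nM plus b-H3(5-23)K14Ac 50 nM, PBS pH 7.4/0.01% Tween-20, 30 min RT; compound added (max 110 uM), 30 min RT; streptavidin donor/Ni-chelate acceptor beads 10 ug/mL final, 20 min dark; AlphaScreen read.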
POLB inh: DNA polymerase beta (human) inhibition | P06746 | Pol beta primer extension/strand displacement, fluorescence kinetic | Potency, µM (top dose mostly 114 µM), for inactives: at the top dose activity change, negative = inhibition, most hits filed as inhibitors | 1.3% of 340,000 active | AID 485314; note: % is set by controls: 0 for no effect and ±100 for the full control effect
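Reaction started by 50 nM substrate onto compound-treated Pol beta (10 nM, 15 min preincubation, room temperature); plates read at 0 min and 10 min. Normalized concentration-effect data fitted by four-parameter Hill equation.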
APE1 inh: blocks human APE1 abasic DNA cleavage; P27695; 0.35% of 350,000 active; Potency, µM (series often up to 65.8 µM), without a hit: at the top dose activity change, negative = inhibition, usual class: inhibitors; recombinant APE1, TAMRA/BHQ-2 abasic DNA cleavage fluorescence;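 note: plate controls were vehicle for no effect and reference inhibitor for full effect; nearly all actives have a fitted effect of over 55% in size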
Target sequence (P27695 whole entry, looked up): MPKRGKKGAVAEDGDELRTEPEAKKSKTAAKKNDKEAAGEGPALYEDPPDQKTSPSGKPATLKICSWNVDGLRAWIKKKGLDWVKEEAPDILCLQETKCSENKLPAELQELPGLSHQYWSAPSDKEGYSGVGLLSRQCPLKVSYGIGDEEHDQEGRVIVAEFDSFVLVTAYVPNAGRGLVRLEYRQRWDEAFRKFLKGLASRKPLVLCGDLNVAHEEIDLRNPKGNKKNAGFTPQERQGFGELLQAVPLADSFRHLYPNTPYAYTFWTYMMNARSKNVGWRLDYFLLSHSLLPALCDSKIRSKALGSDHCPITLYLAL
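Enzyme (0.75 nM final) and test compound are incubated 15 min at room temperature before adding 50 nM quenched THF abasic-site duplex. Cleavage dequenches TAMRA, followed at 525/598 nm over three reads one minute apart.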
Pol iota inh: inhibitors of human DNA polymerase iota | Q9UNA4 | Pol iota fluorescent replication assay, 10 min | Potency, µM (series often up to 115 µM), inactives show top-dose activity, negative = inhibition, usual class: inhibitors | 1% of 390,000 active
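Pol iota at 10 nM preincubated 15 min with compounds at room temperature; reaction started with fluorescent substrate, 50 nM final. Fluorescence read kinetically at 0 and 10 min; buffer-only wells as negative control.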
BLM helicase inh: inhibitors of human Bloom syndrome helicase BLM; P54132; recombinant BLM DNA unwinding, fluorescence dequenching; Potency, µM (titrated, usually from 56.1 µM), for inactives: at the top dose activity change, negative = inhibition, hits mostly inhibitors; 0.2% of 350,000 active; AID 2528;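 note: plate controls were vehicle for no effect and no enzyme for full effect; nearly all actives have a fitted effect of over 35% in size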
G9a inh: G9a (human) methyltransferase inhibition. Q96KQ7. G9a H3K9 monomethylation, AlphaScreen, 2 h. Potency, µM (series often up to 102 µM), for the others: at the top dose activity, negative = inhibition, usual class: inhibitors. 8.8% of 350,000 active. AID 504332; note: % is set by controls: 0 for no effect and ±100 for the full control effect; nearly all actives have a fitted effect of over 75% in size
Target sequence (Q96KQ7 913-1193 limits assumed): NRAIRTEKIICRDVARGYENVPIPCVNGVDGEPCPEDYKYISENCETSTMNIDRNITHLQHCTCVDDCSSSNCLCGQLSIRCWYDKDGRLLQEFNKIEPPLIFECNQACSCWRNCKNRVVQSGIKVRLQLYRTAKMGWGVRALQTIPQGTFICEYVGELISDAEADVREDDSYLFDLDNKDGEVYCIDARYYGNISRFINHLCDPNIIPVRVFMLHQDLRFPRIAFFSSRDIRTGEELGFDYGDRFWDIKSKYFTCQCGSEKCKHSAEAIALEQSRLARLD
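Step 1: enzyme (final 20 nM) with compound, 15 min RT. Step 2: substrate peptide 500 nM and SAM 20 uM, 2 h RT. Step 3: anti-H3K9me1 antibody and AlphaScreen beads, 10 min, then plate read.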
POLK inh: inhibitors of human DNA polymerase kappa | purified Pol kappa, fluorescent DNA synthesis assay, 10 min | Potency, µM (top dose mostly 107 µM), inactives show top-dose activity, negative = inhibition, most hits filed as inhibitors | 0.53% of 400,000 active; note: % is set by controls: 0 for no effect and ±100 for the full control effect
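Activity was followed as the change in fluorescence between reads at 0 and 10 min after starting the reaction with 50 nM substrate. Beforehand, 10 nM polymerase had been preincubated with compound for 15 min at room temperature.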
* = called active by the depositor; ? = inconclusive; nt = not tested or not shown; & = joins results of further samples; [ ] = dose if it differs, or a comment. Calls come from the whole dose curve; as a rule, active = well fitted curve in the direction sought with a large enough effect; inconclusive = small, poorly fitted or top-dose-only effect, or another doubt; inactive = no such curve, though single readings can be large; an effect the other way counts as inactive or inconclusive. Potency is the fitted concentration of half-maximal effect. A portion of the library, so the mix of outcomes need not match the whole.

SMILES	JMJD2A Tudor inh	POLH inh	BAZ2B inh	POLB inh	APE1 inh	Pol iota inh	BLM helicase inh	G9a inh	POLK inh
CCOC(=O)c1cnc(-n2cc(C)cn2)nc1Nc1ccccc1OC	-36%	-12%	-29%	-12%	3%	25%	1%	?	-12%
COc1ccccc1N1CCN(/N=C/c2ccc(C(=O)O)cc2)CC1	-17%	-16%	1%	85%	14%	9%	-1%	-8%	-18%
Cc1nc(N2CCN(c3ccccc3)CC2)[nH]c(=O)c1Cc1ccccc1	37%[activator]	-3%	4%	1%	3%	26%	3%	19%	1%
Fc1ccc(-c2csc(Nc3ccccn3)n2)cc1	-27%	-10%	-39%	0%	29%	-2%	-14%	79µM*	13%
CCOc1ccccc1C=NNC(=O)c1cccc2ccccc12	-8%	-10%	nt	nt	nt	9%	nt	nt	-4%
CCOC(=O)c1c(NC(=O)c2cc(-c3ccc(O)cc3)on2)sc(C(C)=O)c1C	-24%	?	-9%	-7%	-3%	17%	-9%	22µM*	1%
O=C(/C=C/c1ccc(O)c(O)c1)NC(=O)c1ccccc1O	63µM*	7.9µM*	50µM*	10µM*	?	?	-4%&5%	5%[12.7 µM]	32µM*
O=C(COC(=O)c1cc(Br)ccc1O)Nc1ccc2c(c1)OCCO2	-15%	6%	6%	nt	2%	21%	nt	?	-19%
COc1ccc(S(=O)(=O)N2CCOCC2)cc1NC(=O)Cc1sc(C)nc1-c1ccc(F)cc1	-22%	-17%	4%	nt	-6%	23%	nt	50µM*	0%
C=CC[C@@H](CC(=O)N[C@@H](CO)Cc1ccccc1)C(=O)N[C@@H](COC(=O)[C@@H](CC=C)Cc1ccc(F)cc1)Cc1ccccc1	-9%	-19%	nt	nt	18%	42%[activator]	nt	nt	1%
NC(=O)[C@H]1CC2(CC(c3cccc(NC(=O)[C@H]4CCC(=O)N4)c3)=NO2)CN1C(=O)CC(c1ccccc1)c1ccccc1 (stereo partly specified)	-32%	-2%	-24%	?	?	-21%	-1%	14%[59 µM]	-18%
CC1(C)O[C@@H]2[C@H](O1)[C@@H](CO)O[C@H]2n1c(N2CCCCC2)nc2c(N)ncnc21	-21%	-13%	-7%	nt	18%	27%	nt	9%[0.501 µM]	-22%
CN(C)c1ccc(/C=C(\Cl)c2nc3ccccc3s2)cc1	-33%	-12%	45µM*	2%	4%	28%	-14%	14µM*	10%
CC(C)c1ccc(OCC(=O)Nc2c(Cl)ccc3nsnc23)cc1	-18%	-13%	-2%	2%	nt	13%	-7%	8%[59 µM]	5%
CCOC(=O)C1(CCc2ccccc2)CCN(C(=O)c2cc(C)nc(C)n2)CC1	-7%	-20%	5%	2%	-2%	75%[activator]	-3%	1%	-10%
Cc1ccc(CNS(=O)(=O)N(C)C)cc1	0%	-5%	10%	2%	0%	4%	-9%	1%[59 µM]	-3%
Cc1cc2nc(CCN3CCOCC3)n(S(=O)(=O)c3ccc(C(C)(C)C)cc3)c2cc1C	-21%	-6%	4%	0%	4%	24%	0%	11%[59 µM]	6%
O=C1COc2ccc(C(=O)COC(=O)c3ccc([N+](=O)[O-])cc3Cl)cc2N1	-25%	-11%	-34%	nt	32%	16%	nt	40µM*	1%
COc1ccccc1OCc1ccc(C(=O)N2CCN(C(=O)c3ccco3)CC2)cc1	-26%	14%	3%	15%	-1%	-19%	-11%	45µM*	-7%
NC(=O)CCN(Cc1ccccc1)S(=O)(=O)c1ccccc1	-7%	-7%	5%	20%	1%	20%	0%	3%	-11%
COC(=O)N1CCC2(CCN(C(=O)Nc3ccc(OC)cc3)CC2)CC1	nt	nt	nt	nt	-2%	nt	-2%	2%[12.7 µM]	-11%[60.1 µM]
Cc1c(C(=O)NCCc2ccccc2)oc2ccc(S(=O)(=O)N3CCOCC3)cc12	-16%	-15%	7%	-1%	?	?	-6%	-6%[59 µM]	7%
O=C(COC(=O)COc1ccccc1F)Nc1ccc2c(c1)OCO2	-15%	-8%	18%	nt	2%	4%	nt	-15%[12.7 µM]	-9%
CCCCNC(=O)C1CC(=O)N(c2ccc(OC)cc2)C1c1ccc(OC)cc1 (stereo unspecified)	-8%	-2%	-1%[57.1 µM]	80%	-2%	-3%	-6%	30%	-9%
Cc1cc(Cl)ccc1C(=O)C1CCCN(C(=O)c2cc(C(C)C)no2)C1 (stereo unspecified)	-3%	-17%	1%	-14%	-2%	-10%	-7%	10%	-6%

(further entries)
SMILES	JMJD2A Tudor inh	POLH inh	BAZ2B inh	POLB inh	APE1 inh	Pol iota inh	BLM helicase inh	G9a inh	POLK inh
CCCCn1c(N)c(N(C)C(=O)C2CC(=O)N(Cc3ccco3)C2)c(=O)[nH]c1=O (stereo unspecified)	-1%	-11%	nt	nt	14%	60%[activator]	nt	nt	-2%
COc1ccc(NC(=O)CCN2C(=O)C3CC=C(Cl)CC3C2=O)cc1 (stereo unspecified)	-1%	-16%	4%	8%	-2%	19%	3%	-1%	-7%
N/C(CN1CCSCC1)=N\OCc1c(F)cccc1Cl	-12%	-19%	-13%	27%	-4%	110%[activator]	1%	nt	0%
COc1cc(C2CC(=O)N(Cc3cccc(F)c3)c3ccccc3S2)cc(OC)c1OC (stereo unspecified)	-19%	-14%	-6%	2%	nt	0%	-6%	-1%[59 µM]	-2%
CCOc1ccc(N2CC(C(=O)NCCc3ccccc3)CC2=O)cc1 (stereo unspecified)	-7%	5%	-4%	30%	-1%	23%	-3%	nt	-5%
COc1ccc(C2C(C(=O)Nc3cc(C)on3)c3ccccc3C(=O)N2C)cc1OC (stereo unspecified)	-30%	5%	-3%	27%	-4%	5%	2%	-21%	8%
COc1ccc(OC)c(C2C(C#N)=C(N)Oc3cc(N)ccc32)c1 (stereo unspecified)	?	-10%	-39%	11%	-4%	10%	-9%	7%[12.7 µM]	-18%
CCn1c(=O)c(C(=O)NCc2ccccc2)c(O)c2ccccc21	88%[activator]	-12%	51%[activator]	-11%	-2%	-10%	-4%	nt	0%
CN(N=Nc1ccc([N+](=O)[O-])cc1)c1ccccc1	-45%	-8%	?	-20%	1%	20%	-3%	?	3%
Cc1ccc(CNC(=O)CCCn2c(=O)c3ccccc3n(Cc3ccc(Cl)cc3)c2=O)cc1	-10%	1%	2%	28%	nt	-4%	-8%	-22%[59 µM]	-5%
CCc1ccc(-n2c(=O)c3cccnc3n2CC(=O)NCc2ccc(F)cc2)cc1	11%	-11%	3%	19%	nt	29%	-1%	2%[59 µM]	-4%
Cc1cc(C)n(-c2nnc(C)n2/N=C/c2ccco2)n1	-12%	8%	10%	1%	4%	3%	-4%	7%	-1%
Cn1nnnc1Sc1ncnc2scc(-c3cccs3)c12	25µM*	-2%	10µM*	nt	-2%	-30%	nt	-21%[0.501 µM]	7%
O=C(c1ccccc1-c1ccccc1)N1CCCCC1	1%	-9%	-12%	7%	?	53%[activator]	-2%	-22%	-4%
O=C(COC(=O)c1cccs1)Nc1cccc(S(=O)(=O)NC2=NCCCCC2)c1	4%	-4%	-3%	-18%	-1%	27%	0%	0%	4%
Cc1cc(NC(=O)COC(=O)CCS(=O)(=O)c2ccc(Cl)cc2)no1	8%	-12%	-32%	8%	11%	103%[activator]	-1%	18%	-9%
Oc1ccc(C=NC2CCCCC2)c(O)c1	-22%	-9%	-18%	-19%	2%	4%	-5%	?	-16%
O=c1oc2ccc(C#CC3(O)CCCCC3)cc2cc1-n1cc(C2(O)CCCCC2)nn1	-13%	-5%	-30%	nt	-3%	10%	nt	-3%[0.501 µM]	-5%
O=C(COC(=O)c1ccccc1NC(=O)c1ccco1)NCc1ccc2c(c1)OCO2	-14%	4%	6%	3%	12%	8%	-3%	?	-5%
O=C1CC(c2cc(F)ccc2F)c2cc3c(cc2N1)CCC3 (stereo unspecified)	?	-3%	-15%	-28%	1%	-28%	-8%	-15%	-4%
CCn1c(C)nc2cc(C(=O)NNC(=S)Nc3ccc(Cl)cc3)ccc21	-21%	-6%	2%	1%	-7%	-14%	-12%	?	-2%
CCSc1cc(N2CCCC2)nc(-c2cccc(C)c2)n1	67%[activator]	-16%	66%[activator]	-1%	-2%	37%[activator]	-3%	23%[59 µM]	-9%
COc1cc(CC(=O)NNC(=O)c2cccs2)cc(OC)c1OC	-6%	-14%	nt	nt	5%	2%	nt	nt	10%
CC(=O)Nc1ccc(NC(=O)Nc2ccccc2C)cc1	-7%	-4%	-5%	8%	21%	10%	-3%	nt	-8%
N#Cc1ncc(C(F)(F)F)cc1Sc1ccccc1N	-17%	-10%	5%	0%	1%	0%	-22%	30%[12.7 µM]	-9%

Of the compounds above, these contain a cyano group.
SMILES	JMJD2A Tudor inh	POLH inh	BAZ2B inh	POLB inh	APE1 inh	Pol iota inh	BLM helicase inh	G9a inh	POLK inh
COc1ccc(OC)c(C2C(C#N)=C(N)Oc3cc(N)ccc32)c1 (stereo unspecified)	?	-10%	-39%	11%	-4%	10%	-9%	7%[12.7 µM]	-18%
N#Cc1ncc(C(F)(F)F)cc1Sc1ccccc1N	-17%	-10%	5%	0%	1%	0%	-22%	30%[12.7 µM]	-9%

Continuation:
SMILES	JMJD2A Tudor inh	POLH inh	BAZ2B inh	POLB inh	APE1 inh	Pol iota inh	BLM helicase inh	G9a inh	POLK inh
O=C1COc2ccc(-c3csc(NCC4CCCO4)n3)cc2N1 (stereo unspecified)	-33%	-4%	-36%	1%	-2%	?	-3%	?	-12%
COC(=O)c1sccc1NC(=O)C1CC2CCC1C2 (stereo unspecified)	11%	1%	10%	10%	-1%	25%	-2%	-5%[59 µM]	-10%
CC1CCCN(C(=S)NC2CCCC2)C1 (stereo unspecified)	9%	-18%	-10%	44%	8%	74%[activator]	-4%	6%	2%
CCOc1ccccc1CNC(=O)CN(c1ccc(C)cc1)S(=O)(=O)N(C)C	3%	-16%	4%	-9%	nt	9%	-1%	-4%[59 µM]	-2%[60.1 µM]
N#CCC(=O)NCC1(c2ccccc2)CCCC1	-14%	-16%	0%	-12%	3%	16%	-2%	6%[59 µM]	-1%

Pulled by structure from above:
SMILES	JMJD2A Tudor inh	POLH inh	BAZ2B inh	POLB inh	APE1 inh	Pol iota inh	BLM helicase inh	G9a inh	POLK inh
CCOc1ccccc1CNC(=O)CN(c1ccc(C)cc1)S(=O)(=O)N(C)C	3%	-16%	4%	-9%	nt	9%	-1%	-4%[59 µM]	-2%[60.1 µM]
N#CCC(=O)NCC1(c2ccccc2)CCCC1	-14%	-16%	0%	-12%	3%	16%	-2%	6%[59 µM]	-1%
